NR2E3 ag-1: agonists of human NR2E3 nuclear receptor; Q9Y5X4; CHO-S Gal4-NCOR/VP16-NR2E3 two-hybrid, luciferase; inhibition of corepressor binding, % at 3.98 µM; 0.35% of 360,000 active; AID 602229;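 active = inhibition above the mean of all tested compounds plus 3 SD, cut at about 70% in these data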;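 note: 0% = DMSO with NR2E3 transfected cells and 100% = cells lacking NR2E3 construct; higher means lower luciferase signal from less NR2E3 corepressor binding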
Target sequence (Q9Y5X4 whole entry, looked up, the tested form may be a part): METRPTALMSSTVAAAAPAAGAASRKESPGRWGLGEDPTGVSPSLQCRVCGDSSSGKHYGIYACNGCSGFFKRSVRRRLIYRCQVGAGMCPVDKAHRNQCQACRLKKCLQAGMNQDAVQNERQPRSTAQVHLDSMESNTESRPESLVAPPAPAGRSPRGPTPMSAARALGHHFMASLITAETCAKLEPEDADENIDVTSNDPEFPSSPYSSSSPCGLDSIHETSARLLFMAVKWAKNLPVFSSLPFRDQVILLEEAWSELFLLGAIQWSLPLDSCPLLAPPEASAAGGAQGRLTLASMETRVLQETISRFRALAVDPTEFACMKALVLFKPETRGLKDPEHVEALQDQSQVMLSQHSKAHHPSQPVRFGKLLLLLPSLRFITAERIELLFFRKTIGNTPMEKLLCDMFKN
CF NFkB block: cystic fibrosis NF-kB activation inhibition | KKLEB NF-kB-GFP reporter, PAF-induced, GFP fluorescence overnight | inhibition, % at 5 µM | 0.86% of 360,000 active | AID 588850;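 active = at least 50% inhibition at 5 µM, scaled per plate between neutral and stimulator controls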;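 note: PAF is a Pseudomonas aeruginosa culture filtrate used as stimulus; plate controls were PAF-stimulated DMSO wells for no effect and unstimulated DMSO wells for full effect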
TWEAK Fn14 block: inhibitors of TWEAK-Fn14 interaction signaling | TWEAK-stimulated Fn14 reporter cells, luciferase luminescence, 8 h | inhibition, % at 10 µM | 2% of 360,000 active; in the data active = inhibition above about 50%
NR2E3 ag-2: NR2E3 (human) agonism | GST-NR2E3/biotin-RetCOR TR-FRET, 1536-well | inhibition of corepressor binding, % at 4.78 µM | 0.12% of 320,000 active | AID 2300;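 active = percent inhibition above the cutoff of mean plus 3 SD of all tested compounds, set per screening campaign, cut at about 20% in these data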;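 note: 0% = DMSO wells and 100% = biotin wells as full block of FRET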
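System: GST-tagged NR2E3 plus biotinylated RetCOR corepressor; Amount: 1.35 nM GST-tagged NR2E3 final; Dosing: single nominal compound dose of 4.8 µM; Schedule: 5 h incubation at 4 °C; Technique: TR-FRET with europium anti-GST and streptavidin-D2, 340 nm excitation; Controls: biotin wells as high control, 0.6% DMSO wells as low control.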
TRAIL sens C8: sensitizes caspase-8 expressing cells to TRAIL; NB7+C8 cells + TRAIL, ATPlite viability luminescence; inhibition (viability loss, TRAIL sensitization), % at 10 µM; 1% of 360,000 active;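 active = compounds causing at least 50% loss of cell viability in the single-dose screen, relative to plate controls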
KKLEB tox: counter-screen for CF NF-kB inhibitors: cytotoxicity; activity change (cytotoxicity), % at 5 µM; KKLEB CF airway cells viability, ATPlite luminescence, overnight; active compounds read low; cells stimulated with P. aeruginosa culture filtrate; AID 602141; 0.36% of 360,000 active;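 active = corrected activity change at or below -50% at 5 µM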
HIF-2a inh: blocks HIF-2a reporter activity | 786-0 RCC cells HIF-2a reporter, luciferase luminescence, overnight | 0.72% of 360,000 active | inhibition, % at 18.8 µM;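 active = inhibition of the luminescence signal of 40% or more relative to plate controls, in a single-dose primary screen at 18.75 µM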
Shn3 inh set2: inhibitors of Schnurri-3 3'UTR reporter in osteoblasts; Clone20 osteoblast Shn3 3'UTR firefly luciferase, 24 h; inhibition, % at 12.5 µM; 0.52% of 360,000 active; AID 588674;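 active = mean inhibition of at least 75% with every replicate also reaching 75%; inconclusive = mean inhibition at least 75% but some replicate below; inactive = mean inhibition below 75%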;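 note: 0% = median of neutral control wells and 100% = pilot-screen positive control compound; some compounds past the cut are filed as inactive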
MITF TRPM1 inh: MITF TRPM1 promoter inhibition in SK-MEL-5 cells. SK-MEL-5 TRPM1 promoter luciferase, 24 h. 0.83% of 330,000 active. AID 488899. inhibition, % at 12.5 µM;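 active = mean inhibition across replicates of 60% or more, whatever share of single replicates reaches that level; inconclusive = some that reach 60%, reason not given; inactive = mean inhibition across replicates below 60%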; note: values of inactives mirror those of a sister screen read the other way
Peg3 prom inh: reduces Peg3 promoter-driven luciferase expression in HeLa; HeLa PEG-Prom luciferase reporter, luminescence, overnight; inhibition, % at 20 µM; 1.7% of 360,000 active;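 active = inhibition of at least 50% at 20 µM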
TROY signal inh: blocks TROY-dependent signaling in reporter cells | Q293 LMP1-TROYcd NF-kB luciferase reporter, 4 h | inhibition, % at 10 µM | 0.98% of 360,000 active;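 active = compounds whose plate-normalised and pattern-corrected inhibition of the luciferase reporter signal at the single screening dose is 50% or more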
* hit, by the source's call; ? = inconclusive; . = not tested or not shown.

structure	NR2E3 ag-1	CF NFkB block	TWEAK Fn14 block	NR2E3 ag-2	TRAIL sens C8	KKLEB tox	HIF-2a inh	Shn3 inh set2	MITF TRPM1 inh	Peg3 prom inh	TROY signal inh
CCOC(=O)C1(Cc2ccccc2)CCCCCC1=O (stereo unspecified)	7	14	6	.	-1	-8	6	2	-5	-5	-1
O=S(=O)(c1cccc(Cl)c1)N1CCSc2ccccc21	-8	21	3	-1	-3	-6	9	-11	.	31	5
COc1ccc(-n2nc(C(=O)NCC(=O)Nc3cccc(Cl)c3)c3ccccc3c2=O)cc1	19	-6	16	1	7	-1	2	15	-12	36	-8
Cc1cccc(N2C(=O)C(Cl)=C(Nc3c(C)n(C)n(-c4ccccc4)c3=O)C2=O)c1C	-13	11	-2	3	-5	-15	4	-16	10	-14	-20
CCOc1ccc(C2=CS/C(=C(\C#N)c3nnc4n3CCCCC4)N2CC)cc1	-1	-2	2	3	-8	-7	-30	15	28	2	22
NC(Cc1ccc(Cl)cc1)c1csc(Nc2cc(Oc3ccccc3)ncn2)n1 (stereo unspecified)	8	20	1	.	31	-6	0	33	.	108*	4
C(=N\Nc1nnnn1-c1ccccc1)/c1ccncc1	7	8	12	1	0	-1	12	0	5	10	7
CCN(CC)S(=O)(=O)c1cccc(C(=O)NC2=NCCS2)c1	-9	-5	10	-3	-6	7	10	5	2	15	0
CC1(C)CC(=O)C2=C(C1)NC(SCC(=O)Nc1ccccc1)=C(C#N)C2c1ccco1 (stereo unspecified)	-16	20	-4	6	-13	-10	-42	3	-19	14	-3
N#C/C(=C\C1CC=CCC1)c1nc2ccccc2[nH]1 (stereo unspecified)	-44	-3	-1	0	15	-1	-67	66	11	-36	-26
CCC(=O)n1nc(-c2cccnc2)nc1NCc1cccs1	4	23	16	-2	-1	-9	1	-3	-6	-10	-16
Cc1cccc(NC(=S)N/N=C/c2c[nH]c3ccccc23)c1	-132	26	-5	-2	-2	-24	-292	-79	7	-46	-90
O=C(OCC(=O)N1CCCC1)c1ccccc1OCc1ccccc1	-29	-4	-9	2	-4	1	-9	2	-10	-25	-20
CC(OC(=O)Cc1cccc(C(F)(F)F)c1)C(=O)Nc1ccc(Cl)cn1 (stereo unspecified)	6	-16	-10	-4	2	-1	-2	4	6	4	0
Cc1cccc(N2CC(C(=O)Nc3nc4ccc(S(C)(=O)=O)cc4s3)CC2=O)c1C (stereo unspecified)	9	22	6	6	-1	0	17	16	8	7	-2
COc1ccc(S(=O)(=O)N(CC(C)C)CC(C)C)c2cccnc12	-1	6	-7	1	-2	-2	7	34	1	24	3
COc1ccc(C(C)=O)cc1CSc1nnc(Nc2ccc(C)cc2)s1	-11	24	63*	4	21	-4	15	24	8	8	29
COc1ccc(C(=O)COC(=O)CNC(=O)C2CCCCC2)c(OC)c1	5	1	3	-1	5	-2	3	-13	-4	17	39
COc1ccc(N2CCN(C(=O)CCN3C(=S)NC(C)(C)CC3C)CC2)cc1 (stereo unspecified)	-18	0	11	-1	6	2	11	4	15	21	-10
Cc1ccc(C)c(S(=O)(=O)N2CCN(C(=O)c3cccn3C)CC2)c1	24	7	-10	3	5	4	5	9	5	10	-2
Cc1cc(C(=O)N2CCCC(Nc3ccc(F)cc3)C2)c(C)o1 (stereo unspecified)	-18	3	0	-4	-14	-7	5	-26	-6	14	15
COc1cc(OC)cc(-c2c(-c3cccs3)c3cc(-c4ccc(OC)c(F)c4)ccc3n2C)c1	6	22	-9	-1	14	-17	15	19	-17	-4	9
CC(C)(C)OC(=O)NCCCC[C@@H](C(=O)N1CCN(C(=O)OC(C)(C)C)CC1)n1cc(C(CO)NC(=O)OC(C)(C)C)nn1 (stereo partly specified)	13	-3	-4	5	-9	4	12	-4	-3	-4	5
Cc1cc(=O)c2ccc(C(F)(F)F)cc2[nH]1	1	11	1	4	4	-12	17	-16	-1	8	11
CCC(CO)Oc1cc(NC(=O)c2ccccc2Cl)c2ncn(C(C)C)c2c1 (stereo unspecified)	-16	-10	2	.	-14	5	13	5	.	16	6
Cc1ccc(CN(C(=O)c2sc3ccccc3c2Cl)C2CCS(=O)(=O)C2)cc1 (stereo unspecified)	-19	23	8	1	4	-20	32	9	10	36	16
O=C(CSc1nccc(=O)[nH]1)Nc1cc(C(F)(F)F)ccc1N1CCOCC1	1	3	20	1	-1	-4	9	-7	-7	15	0
COc1cc(/C=C/C(=O)O)cc(S(=O)(=O)NC2CCCC2)c1OC	-9	4	-3	2	3	-7	10	-13	12	11	21
Cc1ccc(NC(=O)c2ccc(CSc3ccccn3)cc2)cc1	-13	-10	12	4	9	-3	-131	-18	-18	-113	-32
Brc1ccc(-c2nnc(-c3ccccc3Br)o2)cc1	-62	-13	20	4	39	-12	-198	-70	-78	-235	1
Cc1ccc(C(=O)Nc2cccc(C(=O)O)c2)cc1S(=O)(=O)N1CCOCC1	-50	-9	-28	-3	2	1	-14	-31	19	-39	-3
CCOc1cc(CNn2cn[nH]c2=S)cc(Cl)c1OCc1ccccc1F	-9	13	13	-2	-16	5	19	-13	8	24	4
Cc1ccc(C)c(NC(=O)COC(=O)Cn2c(C)csc2=O)c1	28	27	0	-1	-7	-6	4	-21	-2	0	15
C=CCN(Cc1ccc(Cl)s1)C(=O)c1cc(S(=O)(=O)N2CCOCC2)ccc1F	3	12	-3	-2	3	-8	14	24	3	-1	10
CCOC(=O)c1cc(C)n(-c2c(C)n(C)n(-c3ccccc3)c2=O)c1C	4	-18	24	1	2	3	4	2	-12	16	30
CC[n+]1cc(C)ccc1/C=C/c1ccc(N(C)C)cc1	-28	-43	36	-10	37	-5	10	?	57	31	19
COc1ccc(-c2nc(-c3cccnc3)no2)cc1	-121	-21	43	-3	41	0	-219	-55	-52	-259	-8
CCC(=O)N1CCN(CCN=CC2=C(O)CC(C)(C)CC2=O)CC1	-34	9	3	1	-3	-5	14	-3	0	4	-37
O=C(CC1C(=O)NCCN1CC1CCCCC1)NCc1cccc(F)c1F (stereo unspecified)	-9	-28	-15	1	0	2	7	-6	8	7	13
CCOC(=O)c1cnc2c(OC)cccc2c1Nc1ccc2c(c1)OCCO2	-12	12	50	-1	-5	-5	24	-1	19	21	24
COc1cc(CN(C(=S)NCC(=O)O)C2CCCC2)cc(OC)c1OC	5	7	6	0	0	-10	16	3	6	-5	3
O=C1CC(N2CCN(c3ccccn3)CC2)C(=O)N1c1ccc(Cl)cc1 (stereo unspecified)	-4	-8	6	8	-2	-5	12	8	3	16	-12
Cc1c2n(c3ccccc13)CCC2=O	-6	11	12	3	8	-11	19	-4	8	14	10
COc1ccccc1CNC(=O)COC(=O)c1ccc(C(=O)c2ccccc2)cc1	6	-16	-10	.	-7	10	14	-11	-5	7	19
CCN(CC(=O)NC1CCS(=O)(=O)C1)C(=O)c1cc(OC)c(OC)c(OC)c1 (stereo unspecified)	-23	-26	1	1	-8	23	9	7	-5	12	7
CC(=O)Nc1ccc2oc(C)nc2c1	-13	-1	-4	3	-3	-9	8	5	-2	12	-8
COc1ccc(/C=C(/NC(=O)c2ccco2)C(=O)N2CCCCCC2)cc1OC	1	-6	-7	3	-3	15	16	-4	-3	1	-20
Cc1cccc(NC(=O)CSc2nnc(-c3ccco3)o2)c1	-4	-18	-5	-2	15	-8	-13	-1	5	-9	8
COc1ccc(C(=O)NNC(=O)CSc2nnc(-c3cccnc3)n2C)cc1	-15	-9	-3	-3	-8	7	6	0	0	15	7
O=C(CCCCn1c(=O)c2ccccc2n(Cc2ccccc2F)c1=O)NC1CCN(Cc2ccccc2)CC1	-20	10	-39	1	2	3	1	5	-7	27	5
O=C1NC[C@H](CCCCN2C[C@H](Cc3ccc(O)cc3)N(CC3CCCCC3)C(=O)C2=O)N(CCc2ccc(O)cc2)C1=O	-2	.	-1	.	-5	.	-3	.	.	.	6
O=C(CNC(=O)c1ccccc1F)N/N=C/c1cc(Br)ccc1OCc1ccccc1	-17	19	26	5	-14	-2	-66	-27	-8	-12	-6
C/C(=N\NC(=O)c1ccc(CN2CCc3ccccc3C2)cc1)c1ccccc1O	-51	0	83*	1	27	-2	-75	45	28	-32	38
Cc1oc(CC(C)C)cc1C(=O)Nc1cccc2ccccc12	-80	-3	21	5	-12	9	13	2	-1	3	.
Cc1ccc(C(=O)Oc2csc(=S)n2C(=O)c2ccc(C)cc2)cc1	16	17	16	3	-8	-10	-9	9	-5	30	-11
COc1ccc(-c2nc3ccc([N+](=O)[O-])cc3o2)cc1	-49	-37	-2	-2	-2	12	-243	-115	-50	-66	-63

Of the compounds above, these contain bromine.
structure	NR2E3 ag-1	CF NFkB block	TWEAK Fn14 block	NR2E3 ag-2	TRAIL sens C8	KKLEB tox	HIF-2a inh	Shn3 inh set2	MITF TRPM1 inh	Peg3 prom inh	TROY signal inh
Brc1ccc(-c2nnc(-c3ccccc3Br)o2)cc1	-62	-13	20	4	39	-12	-198	-70	-78	-235	1
O=C(CNC(=O)c1ccccc1F)N/N=C/c1cc(Br)ccc1OCc1ccccc1	-17	19	26	5	-14	-2	-66	-27	-8	-12	-6

Later entries
structure	NR2E3 ag-1	CF NFkB block	TWEAK Fn14 block	NR2E3 ag-2	TRAIL sens C8	KKLEB tox	HIF-2a inh	Shn3 inh set2	MITF TRPM1 inh	Peg3 prom inh	TROY signal inh
OCCC#Cc1c(-c2ccsc2)sc2ccccc12	-17	-8	1	0	0	16	11	-13	-2	5	-8
CCOc1ccc(CCNC(=O)COC(=O)c2cccs2)cc1OCC	-12	17	11	1	-14	-3	15	4	0	7	2
C[C@@H]1CN([C@H](C)CO)C(=O)CCCn2cc(nn2)CO[C@H]1CN(C)C(=O)Nc1cccc(C(F)(F)F)c1	8	-14	-14	.	6	14	-2	-8	.	9	3
CCOC(=O)c1c(OCCO)nn(-c2ccc(Cl)cc2)c1N	14	12	-10	-2	-6	2	19	19	13	10	-19
CC(C)c1ccc(NC(=O)C(c2ccccc2)N2CCC3(CC2)OCCO3)cc1 (stereo unspecified)	-18	1	-3	1	-4	-6	-13	12	-9	-2	9
O=C(Cc1ccc(S(=O)(=O)N2CCOCC2)s1)Oc1ccc(F)cc1	-15	1	3	1	-1	20	4	1	3	10	5
O=[N+]([O-])c1ccc(S(=O)(=O)NCC(c2cccnc2)N2CCc3ccccc3C2)cc1 (stereo unspecified)	-1	-6	-4	2	3	-7	4	-8	-4	-3	-24
Cc1ccc(NC(=O)N/C=C/c2ccccc2)cc1	-39	2	-26	-2	27	0	-121	-26	-40	-76	-21
COc1ccc(CNC(=O)CC(C)S(=O)(=O)c2ccc3c(c2)NC(=O)CO3)cc1 (stereo unspecified)	-3	-14	-17	-2	-11	0	7	-17	-7	7	12

Screening data from PubChem BioAssay.

Only part of the results is shown (hit frequency here may not be typical).
